E-sel TNF inh: blocks E-selectin expression induced by TNF alpha; HUVEC TNFa-induced E-selectin immunofluorescence, high content; AID 1246; inhibition, % at 2 µM; 0.71% of 120,000 active;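 active means inhibition above the batch mean plus 3 SD, and confirmed as a hit on visual image review, cut at about 43% in these data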;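 further: 0% = TNF-stimulated DMSO wells and 100% = unstimulated control wells; not every result past the cut was called active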
Starred values were filed as active, the others as inactive. Not all compounds are listed. The share of hits here may be higher or lower than overall.

E-sel TNF inh | canonical_smiles
-2 | CC(C)N(CCO)C(=O)CCc1nnc(CCCc2ccccc2)o1
5 | CN(CCCN1CCCCC1)C(=O)CCc1nnc(C2CCCCC2)o1
-48 | Cc1noc2ncnc(N3CCCCC3)c12
7 | CC1Cc2ccccc2N1C1=CC(=O)CCC1 (configuration not stated)
2 | Cc1cc(C(=O)COc2cccnc2[N+](=O)[O-])c(C)n1Cc1cccs1
-30 | COc1ccc(-n2c(=O)c3ccccc3n(CC(=O)Nc3cccc(OC)c3)c2=O)cc1
-22 | CCOC(=O)c1ccc(NC(=O)CN2C(=O)NC3(CCCCCC3)C2=O)cc1
-5 | COCCSc1nnc(NC(=O)c2ccc(NC(=O)C(C)C)cc2)s1
-1 | Cc1nn(CCC#N)c(NC(=O)c2ccccc2)c1P(=O)(Nc1ccc(Br)cc1)N1CCOCC1 (configuration not stated)
24 | CC(C)NC(=S)NN=C1CCC(c2ccccc2)CC1 (configuration not stated)
-20 | Cc1ccc(S(=O)(=O)NCc2ccc3[nH]c(C)cc3c2)cc1
-36 | CCOc1cc(/C=N/n2c(C)nc3sc(C)c(C)c3c2=O)ccc1O
3 | COc1ccc(CN2CCN(CC=C(C)C)C(CCO)C2)cc1Cn1cncn1 (configuration not stated)
-26 | Cc1nc2ncnn2c(N2CCN(S(=O)(=O)c3ccc(Br)cc3)CC2)c1C
22 | COc1ccc(Cn2nnnc2C(c2cc3cc(C)ccc3[nH]c2=O)N2CCN(C)CC2)cc1 (configuration not stated)
-9 | COCCNC(=O)C(c1cccnc1)N(Cc1ccc(C)cc1)C(=O)Cn1nnc2ccccc21 (configuration not stated)
-30 | COc1ccc(NC(=O)CSc2ccc(-c3cccs3)nn2)c(OC)c1
-6 | C/C(=N\Nc1ncc(Cl)cc1Cl)c1ccc(C#N)cc1
5 | COc1cc(/C=C/C(=O)N2CCCN(C(=O)/C=C/c3cc(OC)c(OC)c(OC)c3)CC2)cc(OC)c1OC
28 | O=C(NCC(c1ccco1)N1CCOCC1)c1cccc([N+](=O)[O-])c1 (configuration not stated)
1 | O=C1[C@H]2C(c3ccccc3)=NN(c3ccccc3)[C@H]2C(=O)N1c1ccccc1
-18 | CC(OC(=O)C1=COCCO1)C(=O)Nc1ccccc1C#N (configuration not stated)
-6 | C(=N\Nc1nc(Nc2ccccc2)nc(Nc2ccccc2)n1)/c1ccncc1
9 | COCCCNC(=S)N1CCC(NC(=O)Nc2ccc(C)cc2)CC1
-23 | Cc1ccc2cc(N)ccc2n1
4 | O=C(O)C1Cc2[nH]cnc2C(c2cccc([N+](=O)[O-])c2)N1 (configuration not stated)
-15 | Cc1nc2cc(-c3cccs3)nn2c(NCC(C)(C)CN(C)C)c1C
-34 | CSc1nnc2ccc(-c3ccccn3)nn12
-26 | COC(=O)c1cc(C#N)c(OC)nc1C
4 | CC(=O)Nc1ccc2c(c1)C(C)(C)C(C)N2C (configuration not stated)
-15 | CCc1nnc(NC(=O)c2ccc(-c3ccc(F)cc3)o2)s1
-13 | CCOC(=O)c1sc2ncnc(N3CCN(CC)CC3)c2c1C
11 | COc1ccc(NC2=C3CCCC=C3N(c3ccc(OC)cc3)C2=O)cc1
-8 | CCOC(=O)c1ccc2c(c1)n(CC)c(C)[n+]2CC
-6 | Cc1ccc(C(=O)N2N=C(c3ccccc3)CC2(O)C(F)(F)F)o1 (configuration not stated)
2 | COc1cc2[nH]c(=S)n(C3CC3)c(=O)c2cc1OC

Part of the list above, as labelled records.
CCc1nnc(NC(=O)c2ccc(-c3ccc(F)cc3)o2)s1
  E-sel TNF inh = -15

CCOC(=O)c1sc2ncnc(N3CCN(CC)CC3)c2c1C
  E-sel TNF inh = -13

COc1ccc(NC2=C3CCCC=C3N(c3ccc(OC)cc3)C2=O)cc1
  E-sel TNF inh = 11

CCOC(=O)c1ccc2c(c1)n(CC)c(C)[n+]2CC
  E-sel TNF inh = -8

Further results follow:
E-sel TNF inh | canonical_smiles
5 | CCOC(=O)CSc1nc(=O)n2cc(C)ccc2n1
-28 | COc1ccc(Cn2c(=O)c3cccnc3n(Cc3ccc([N+](=O)[O-])cc3)c2=O)cc1
-4 | CC12CCC(C(=O)NCc3ccccc3Cl)(CC1=O)C2(C)C (configuration not stated)
-75 | CSc1ccccc1NC(=S)N/N=C/c1cccn1Cc1ccc(F)cc1
-8 | CCN(CC)CCN(Cc1cc2cc3c(cc2[nH]c1=O)OCO3)C(=S)NCc1ccco1
7 | CSC(=S)N/N=C/c1ccccc1
25 | COc1ccccc1NCC(=O)Nc1cc(S(=O)(=O)N2CCOCC2)ccc1N1CCOCC1
31 | O=C1NC(=S)S/C1=C\c1coc2ccccc2c1=O
-3 | Cc1csc(NC(=O)CS(=O)(=O)Cc2ccccc2)n1
-20 | O=C(O)c1ccccc1C(=O)N1N=C2/C(=C/c3cccc([N+](=O)[O-])c3)CCCC2C1c1cccc([N+](=O)[O-])c1 (configuration not stated)
-29 | Cc1ccc(N2C(=O)C3C(C2=O)C2C=CC3C23CC3)c([N+](=O)[O-])c1 (configuration not stated)
-6 | O=[N+]([O-])c1cc(S(=O)(=O)/N=C(/c2ccccc2)N2CCOCC2)ccc1Cl
21 | Cn1c(C(=O)c2ccccc2[N+](=O)[O-])nc2ccccc21
10 | CCCCOc1ccc2c(c1)/C(=C(\C(Cl)=C(Cl)Cl)[N+](=O)[O-])N2
1 | Cc1cc(NS(=O)(=O)c2ccc(NC(=O)c3cccc(OC(F)F)c3)cc2)nc(C)n1
5 | O=C(CNCc1cccs1)Nc1ccc(N2CCCCCC2)cc1
-7 | CC(=O)N1CCN(CC(=O)Nc2c(Cl)ccc(C)c2Cl)CC1
4 | Cc1nc2sc(C(N)=O)c(N)c2c(C)c1CC(=O)c1ccccc1
-10 | CCOc1ccc(/C=C/C(O)=C2/C(=O)NC3(C)CC2c2ccccc2O3)cc1OC (configuration not stated)
0 | Cc1ccc(NS(=O)(=O)c2ccc3[nH]c(=O)[nH]c3c2)c(C)c1
7 | CC(=O)OC1C(N2CCCCC2)c2c(ccc(/C=C/C(=O)N3CCCCC3)c2O)OC1(C)C (configuration not stated)
55 | COC(=O)c1cc(OC)c(OC)cc1NC(=O)Nc1cccc(C(C)=O)c1
-21 | O=C(c1ccc(Cl)cc1)c1cc([N+](=O)[O-])ccc1N1CCOCC1
15 | COc1cccc(CNC(=O)CCC2CCCN(c3cc(C)nc(N)n3)C2)c1 (configuration not stated)
13 | O=C(NCCCCc1ccccc1)c1cccc([N+](=O)[O-])c1
-14 | CCCCN(C(=O)CNC(=O)c1cccs1)C(C(=O)NC1CCCC1)c1ccncc1 (configuration not stated)
-14 | C[n+]1ccc(C(=O)NCCC[N+](C)(C)C)cc1/C=N/O
7 | CCCCNC(=O)COC(=O)CCC(=O)c1ccc(Cl)cc1
-41 | CCOC(=O)C(Cc1ccc(OC)c([N+](=O)[O-])c1)NC(=O)CCC(=O)Nc1ccc(C)cc1 (configuration not stated)
-48 | Nc1cc(=O)[nH]c(SCC(=O)N2CCN(S(=O)(=O)c3ccc4ccccc4c3)CC2)n1
-11 | O=C1N/C(=N/O)S/C1=C/c1cccnc1
-13 | Cc1oc(-c2cc(F)cc(F)c2)nc1CN1CCSCC1
-5 | CCC[N+]1(CC#CC2(O)CCCCC2)CCOCC1
-4 | Nc1c(C(=O)NCc2cccs2)nnn1CC(=O)Nc1cccc(Cl)c1
-35 | Cc1cc2cccc(C)c2nc1SCC(=O)NNC(=O)c1ccco1
-14 | N#Cc1ccc(OCC(=O)NCC2(N3CCCCC3)CCCCC2)cc1
-1 | CCc1ccc(NC(=S)N(CCN(C)C)C(C)c2ccncc2)cc1 (configuration not stated)
-14 | CC(=O)Nc1ccc(/C=C(\C#N)C(=O)NC2CCCCC2)cc1
-20 | COc1ccccc1CN1CCN(Cc2nc(Cc3ccccc3)no2)CC1
-11 | COc1cc(/C=N/Nc2nc3ccccc3[nH]2)cc(Br)c1OCC(=O)N(C)C
-8 | O=C(CCc1ccc(S(=O)(=O)NC2CCCCC2)cc1)NCc1ccccn1
-22 | Cc1nc2ccccc2c(=O)n1/N=C1\C(=O)N(C)c2ccccc21
1 | O=C(NCCc1c[nH]c2ccccc12)C1CCN(S(=O)(=O)c2ccccc2F)CC1
-22 | O=c1cnnc(Nc2cccc(F)c2)[nH]1
-20 | COc1ccccc1CNC(=O)COC(=O)c1ccc(Cl)c(N)c1
29 | CC(C)CN(CCNC(=O)CN1C(=O)CSc2ccc(S(=O)(=O)N3CCOCC3)cc21)CC(C)C
-18 | Cc1nnsc1Sc1ccccc1C(=O)O
-22 | COCC(=O)NC1CCN(CC(=O)Nc2ccccc2[N+](=O)[O-])CC1

As entered above:
Under E-sel TNF inh, Cc1nnsc1Sc1ccccc1C(=O)O reads -18
Under E-sel TNF inh, COc1ccccc1CNC(=O)COC(=O)c1ccc(Cl)c(N)c1 reads -20

(continued)
E-sel TNF inh | canonical_smiles
-23 | C/C(=N\NC(=O)COc1ccccc1-c1ccccc1)c1cccnc1
3 | CC(CCc1ccccc1)NC(=O)CN1CCN(c2ccc(O)cc2)CC1 (configuration not stated)
-9 | O=C(C[n+]1ccc(CCSc2ccc(F)cc2)cc1)c1ccccc1
-38 | Clc1ccc(N=c2ssnc2Cl)nc1
1 | COc1ccc([N+](=O)[O-])cc1N(CC1CO1)S(=O)(=O)c1ccc(C)cc1 (configuration not stated)
-28 | CCOC(=O)c1c(-c2ccc(F)cc2)csc1NC(=O)C1CCCO1 (configuration not stated)
-4 | S=c1[nH]c(-c2ccccc2)cn1/N=C/c1ccc(Br)cc1
-13 | COCCNC(=O)CSc1nc2nn(-c3ccccc3)c(=O)c-2c2n1CCCCC2
-14 | CCOc1ccc(-c2nnn(CC(=O)N3CCCC(C)C3)n2)cc1 (configuration not stated)
-30 | Cc1cc(C)c2c(C)c(C(=O)NCc3ccc(S(N)(=O)=O)cc3)oc2c1
-2 | Fc1ccc(Cn2cccc2C2=NC(c3ccccc3)CO2)cc1 (configuration not stated)
-5 | CN(CC(=O)Nc1ccc(OC(F)(F)F)cc1)C1CCCCC1

Grouped by structure: the entries above containing a CF3 group.
E-sel TNF inh | canonical_smiles
-6 | Cc1ccc(C(=O)N2N=C(c3ccccc3)CC2(O)C(F)(F)F)o1 (configuration not stated)
-5 | CN(CC(=O)Nc1ccc(OC(F)(F)F)cc1)C1CCCCC1

Ordered by SMILES length (descending): some entries from above
E-sel TNF inh | canonical_smiles
1 | COc1ccc([N+](=O)[O-])cc1N(CC1CO1)S(=O)(=O)c1ccc(C)cc1 (configuration not stated)
-30 | Cc1cc(C)c2c(C)c(C(=O)NCc3ccc(S(N)(=O)=O)cc3)oc2c1
3 | CC(CCc1ccccc1)NC(=O)CN1CCN(c2ccc(O)cc2)CC1 (configuration not stated)
-23 | C/C(=N\NC(=O)COc1ccccc1-c1ccccc1)c1cccnc1
-5 | CN(CC(=O)Nc1ccc(OC(F)(F)F)cc1)C1CCCCC1
-2 | Fc1ccc(Cn2cccc2C2=NC(c3ccccc3)CO2)cc1 (configuration not stated)

Further results.
E-sel TNF inh | canonical_smiles
10 | COC(=O)CCc1nc2cc(Cl)ccc2n(Cc2ccccc2)c1=O
-8 | Cc1ccc(/C=N/Nc2nc(N3CCCCC3)nc(N3CCCCC3)n2)o1
7 | CC(C)[N+](C)(C)CC(O)CN(c1ccccc1)c1ccccc1 (configuration not stated)
-3 | CCOC(=O)c1cn(CC2CC2)c2cc(F)c(F)cc2c1=O
15 | CCOC(=O)c1cnn(-c2ccc(F)cc2)c1N
27 | O=C(NCc1ccco1)C1Cc2ccccc2CN1C(=O)c1ccco1 (configuration not stated)
-30 | CCc1ccc2[nH]c(=O)c(CN(CCN(C)C)C(=S)NCc3ccco3)cc2c1
-9 | O=C(O)C1=C(C(=O)Nc2cc(C(F)(F)F)ccc2Cl)CCCC1
-5 | COCC(=O)OCC(=O)N1N=C(c2ccc(Cl)cc2)CC1c1ccco1 (configuration not stated)
45 | CCN1CCc2c(OCC(=O)N3CCc4ccccc43)cccc2C1=O
-5 | Cn1cc([N+](=O)[O-])c(C(=O)NCC(=O)O)n1
-31 | O=C1N=c2ccccc2=C1c1sc(NS(=O)(=O)c2ccccc2)nc1O
14 | O=C(Cn1cncn1)NCc1cccc(OC(F)F)c1
-43 | NC(=O)C1CCN(C(=O)CCSc2ccc(Cl)cc2)CC1
14 | COc1cccc2cc(-c3nnc(-c4ccccc4)o3)c(=O)oc12
-32 | Cc1nc2ccc(NC(=O)/C=C/C(=O)O)cc2nc1C
-17 | Cc1ccc(/C=N/NC(=O)CNC(=O)c2ccc(S(=O)(=O)N(C)C)cc2)o1
-13 | C=CCn1c(C)cc(C(=O)CN2NS(=O)(=O)c3ccccc3C2=O)c1C
8 | Cc1cc(C(=O)N/N=C/c2ccc(O)c(O)c2O)c(C)n1-c1ccccc1
-7 | CC(=O)N(Cc1cccs1)Cc1cc2cc(C)c(C)cc2nc1Cl
33 | Cc1ccc(-n2c(=O)c3ccccc3n(CC(=O)C(C)(C)C)c2=O)cc1
-11 | CCCn1c2c(c(O)c(C(=O)Nc3nc4ccccc4s3)c1=O)CCCC2
-53 | Cc1ccccc1C(=O)OCc1cnc(Cl)s1
-16 | COCCN1CCN(Cc2cn[nH]c2-c2cc3ccccc3o2)CC1
12 | [O-]c1n[n+](-c2ccc(Cl)cc2Cl)cc2ccccc12
8 | N=c1sccn1CC(=O)Nc1ccccc1Sc1ccccc1
5 | CCOc1ccccc1NC(=O)CSc1nnc2ccc(-c3ccncc3)nn12
-18 | CN(C)C(=O)COC(=O)c1ccccc1Sc1ccccc1C#N
-13 | O=C(O)c1cc2nc3c(c(C(F)(F)F)n2n1)CCCC3
-29 | COc1ccccc1/C=C/C(=O)Nc1ccc(N2CCOCC2)cc1
